Rac1 act GTP bind – alters GTP binding to activated mutant human Rac1; GST-Rac1 activated beads, fluorescent GTP binding, flow cytometry; actives lie on both sides; 100% means binding = to untreated wells; percent activity (GTP binding), % at 10 µM; AID 764; 0.11% of 190,000 active;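 active means GTP binding at least 20 percentage points away from the 100% baseline, in either direction, so actives lie on both sides; inconclusive means Compound likely fluorescent itself, or too few beads counted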
GSH bead fluor – GSH bead compound fluorescence profile | GSH beads flow cytometry, compound fluorescence 488/530 nm; stronger effect = higher value | fluorescence (KMESF) at 10 µM | 0.25% of 190,000 active | AID 1776; in the data active means fluorescence above about 89;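 further: glutathione beads carrying GST-tagged Bcl family fusion proteins plus one bare bead set; values are compound well signal with DMSO vehicle wells as background; inactives centre near 16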
Rac1 wt modul – human Rac1 wildtype GTP binding, inhibitors and activators. GTP binding activity (% of control), % at 10 µM. GST-Rac1 beads, fluorescent GTP binding, flow cytometry; actives lie on both sides; 0 = cold GTP competed, 100 = untreated. P63000. 0.27% of 190,000 active;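 active means GTP binding activity at least 20 points away from the 100% control level, either lower or higher; inconclusive means compound flagged as likely green fluorescent, judged across all proteins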
Rab2 wt GTP – changes GTP binding to wildtype dog Rab2A, up or down; P61105; GST-Rab2 wt beads, Bodipy-GTP binding, flow cytometry; GTP binding activity, % at 10 µM; 0.19% of 190,000 active;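 active means GTP binding activity at least 20 points away from 100%, either lowered or raised; inconclusive means signal likely due to the compound's own green fluorescence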;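 further: 0% = beads with excess unlabeled GTP and 100% = no-compound control corrected for plate trend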
HRas wt GTP – human HRas wildtype GTP binding, change in either direction; GST-Ras wt beads, Bodipy-FL-GTP binding, flow cytometry; actives lie on both sides; GTP binding activity, % at 10 µM; 0.14% of 190,000 active;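 active means GTP binding activity at least 20% away from the 100% baseline, either lowered as inhibitor or raised as activator; inconclusive means flagged as likely green fluorescent, judged across all proteins in the well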;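 further: 0% = unlabeled GTP competition control and 100% = no-compound control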
Target sequence (P01112 whole entry, looked up): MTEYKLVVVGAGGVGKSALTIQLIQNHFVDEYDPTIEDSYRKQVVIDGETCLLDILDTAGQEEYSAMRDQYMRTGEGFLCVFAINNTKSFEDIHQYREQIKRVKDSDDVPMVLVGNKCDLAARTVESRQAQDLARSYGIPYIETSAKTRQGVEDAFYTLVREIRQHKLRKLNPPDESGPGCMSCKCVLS
Avidin bead fluor – avidin bead compound fluorescence profile. Avidin beads, compound fluorescence 488/530 nm, flow cytometry; stronger effect = higher value. AID 1775. fluorescence (KMESF) at 10 µM. 0.38% of 220,000 active; in the data active means fluorescence above about 47; further: inactives centre near 10
Rab7 wt GTP bind – dog Rab7 wildtype GTP binding, inhibitors and activators. GST-Rab7 beads, fluorescent GTP binding, flow cytometry; actives lie on both sides; untreated = 100%, excess cold GTP = 0%. 0.055% of 190,000 active. GTP binding activity (percent of control), % at 10 µM;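 active means fluorescent GTP binding to Rab7 beads changed by at least 20 points from the 100% baseline, either direction, mostly lower; inconclusive means compound itself probably fluorescent, or too few beads counted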;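 further: median green fluorescence of bound Bodipy-FL-GTP per Rab7 bead population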
Cdc42 wt GTP – human Cdc42 wildtype GTP binding change, either direction; P60953; GST-Cdc42 beads, Bodipy-GTP binding, flow cytometry; actives lie on both sides; percent activity (GTP binding), % at 10 µM; 0.2% of 190,000 active;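 active means percent activity GTP binding at least 20 points away from the 100% baseline, either down as inhibitor or up as activator; inconclusive means compound flagged as likely green fluorescent from well-wide comparison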;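 further: median bead fluorescence of bound Bodipy-FL-GTP at 100 nM; 0% = excess unlabeled GTP control and 100% = no compound control; below 100% means less GTP binding so inhibitor and above means activator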
Target sequence (P60953 whole entry, looked up): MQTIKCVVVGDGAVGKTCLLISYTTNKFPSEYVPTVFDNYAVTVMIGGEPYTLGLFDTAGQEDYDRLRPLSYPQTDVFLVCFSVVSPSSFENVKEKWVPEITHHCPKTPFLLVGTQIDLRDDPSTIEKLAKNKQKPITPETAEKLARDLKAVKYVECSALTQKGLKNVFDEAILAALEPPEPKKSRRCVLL
Mcl1 Noxa PPI – Mcl-1/Noxa interaction inhibition; 1.5% of 220,000 active; inhibition, % at 21.7 µM; Q07820; AID 1022; TR-FRET Mcl-1/Noxa peptide binding, 2 h;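 active means compounds that cut the protein-peptide binding signal by more than 50% relative to plate controls in a single-dose test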;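 further: His-tagged Mcl-1 with rhodamine Noxa BH3 peptide and terbium anti-His antibody; 0% = Mcl-1 plus Noxa peptide wells and 100% = peptide-only wells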
Target sequence (Q07820 whole entry, looked up): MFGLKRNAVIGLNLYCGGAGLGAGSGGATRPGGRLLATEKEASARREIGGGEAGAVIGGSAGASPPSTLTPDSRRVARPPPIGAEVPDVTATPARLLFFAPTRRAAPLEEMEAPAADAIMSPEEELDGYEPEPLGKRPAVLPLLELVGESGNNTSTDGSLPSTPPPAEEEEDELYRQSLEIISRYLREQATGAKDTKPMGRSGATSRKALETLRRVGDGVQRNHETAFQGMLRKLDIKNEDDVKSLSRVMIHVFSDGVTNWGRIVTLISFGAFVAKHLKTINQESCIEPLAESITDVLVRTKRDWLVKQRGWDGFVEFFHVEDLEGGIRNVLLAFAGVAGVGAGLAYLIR
Mcl1-Bid inh – disrupts binding of human Mcl-1 to Bid peptide. inhibition, % at 21.7 µM. Q07820. TR-FRET Mcl-1/Bid-Dy647 peptide binding, 1536-well. 0.97% of 220,000 active. AID 1021;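 active means compounds that cut the binding signal by more than half at the single screening dose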;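 further: His-tagged Mcl-1 with europium anti-His antibody binding Bid BH3 peptide; 0% = Mcl-1 plus peptide wells and 100% = peptide-only wells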
Pf gametocyte – inhibitors of late stage P. falciparum gametocyte viability; inhibition, % at 10.9 µM; 0.065% of 150,000 active; P. falciparum stage V gametocytes, ATP luminescence, 24 h;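 active means inhibition above the mean plus 3 SD of compounds within the control limits, set per campaign, cut at about 38% in these data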;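 further: 0% = DMSO wells and 100% = medium only without gametocytes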
Starred values were filed as active, the others as inactive; ? = inconclusive; nt = not tested or not shown.

SMILES	Rac1 act GTP bind	GSH bead fluor	Rac1 wt modul	Rab2 wt GTP	HRas wt GTP	Avidin bead fluor	Rab7 wt GTP bind	Cdc42 wt GTP	Mcl1 Noxa PPI	Mcl1-Bid inh	Pf gametocyte
Cn1c(CCNC(=O)c2ccco2)nc2cc(NC(=O)C3CCCCC3)ccc21	96	17	102	97	95	23	95	96	8	-7	nt
CCC(=O)Nc1nc(-c2ccccc2)nc(SC)c1C(C)=O	93	15	99	95	96	23	93	96	6	-7	30
Cc1ccc(CSc2nnc(NC(=O)C3COc4ccccc4O3)s2)cc1 (stereo not given)	99	23	106	100	101	18	102	100	1	4	nt
CCCc1nnc(NC(=O)c2cc3ccccc3oc2=O)s1	99	50	103	99	100	36	101	102	11	9	nt
Cc1cnc(Sc2ncccc2[N+](=O)[O-])nc1	99	17	100	100	101	7	98	103	3	0	-29
Cc1ccc(N=Nc2c(N)nn(-c3ccccc3)c2N)cc1	101	7	102	99	100	2	101	100	6	-53	19
O=C(CC1(C(F)(F)F)OCCO1)Nc1ccc2c(c1)OCO2	99	13	100	100	100	37	97	102	12	-4	nt
CS(=O)(=O)c1ccc2nc(NC(=O)CS(=O)(=O)Cc3ccccc3)sc2c1	91	12	95	94	97	10	105	92	6	2	-14
Cc1ccc2nc(N/N=C/c3ccccc3C#N)nc(-c3ccccc3)c2c1	105	21	105	107	105	34	107	106	4	-2	nt
CCOC(=O)C1=C(C)NC2=C(C(=O)CCC2)C1c1ccc(O)c(OCC)c1 (stereo not given)	98	7	103	100	98	2	94	102	19	-23	-13
COc1ccc2c(c1)C(SCC(=O)NCCc1ccccc1)CC(C)(C)O2 (stereo not given)	99	16	102	96	99	nt	95	101	12	7	nt
CCSc1nnc(Nc2ccccc2)s1	97	11	102	100	104	7	102	104	11	-40	-10
OCC1(Cc2ccccc2Cl)CCN(C/C=C/c2ccccc2)CC1	96	9	97	98	96	10	97	97	1	-8	-4
CCOc1ccccc1CNc1ccc(N2CCOCC2)c(C(=O)O)c1	102	15	105	103	104	36	100	108	5	-47	nt
Cc1ccc(-c2cnc(NCc3cc4c(cc3[N+](=O)[O-])OCO4)n2C)cc1C	94	14	94	101	96	7	105	96	29	-2	9
COc1ccc(/C=C2\SC(=N)N(c3ccc(F)cc3)C2=O)cc1OC	95	11	94	92	93	8	93	91	11	14	-17
Cn1c2ccccc2n2c(=O)c(=O)n(CC(=O)N3CCCc4ccccc43)nc12	97	13	102	96	95	13	95	96	2	-32	nt
O=C(CSc1nnc(-c2cccnc2)n1Cc1ccco1)N1CCc2ccccc21	97	69	100	98	100	7	97	101	-3	-31	-21
O=C(COC(=O)c1c[nH]c(=O)[nH]c1=O)NCc1ccccc1	98	4	103	96	99	9	93	102	18	4	nt
Cc1cc(C)c2[nH]c(=O)c(CN(Cc3cccs3)C(=S)NCC3CCCO3)cc2c1 (stereo not given)	101	8	106	102	100	4	105	101	-6	-46	nt
Cc1cc(S(=O)(=O)NC(C)C)ccc1OCC(=O)Nc1ccc2c(c1)OCCO2	96	58	100	98	99	10	106	98	-2	-10	-41
CCOc1ccc(CCNC(=O)c2cccnc2N2CCCC2)cc1OCC	98	25	104	101	100	29	103	102	-14	11	nt
O=S(=O)(Nc1ccc(N2CCCCC2)cc1)c1ccccc1	100	6	103	96	101	4	99	101	45	-54	-16
Cc1[nH]c2ccccc2c1C(=O)CSc1ccccn1	96	8	97	98	96	10	99	96	-1	-6	13
O=C(COC(=O)Cc1ccccc1F)Nc1cccc(S(=O)(=O)NC2=NCCCCC2)c1	97	16	102	97	97	10	96	99	-1	-3	nt
COc1nc(Nc2ccc(O)cc2)nc(OC(C(F)(F)F)C(F)(F)F)n1	?	60	?	?	?	8	?	?	3	-38	nt
Cc1cccc(OCCCC(=O)NCc2ccco2)c1	100	22	101	104	104	12	102	104	11	-44	nt
CCC1CCCCN1C(=O)CSc1nnc(-c2cccs2)o1 (stereo not given)	102	24	107	105	104	26	102	103	9	-5	14
O=C(NCCc1ccc(Cl)cc1)C1CCN(S(=O)(=O)c2cccs2)CC1	95	12	93	94	95	21	95	93	-4	-5	nt
O=C(Nc1ccc2c(c1)nc1n2CCSC1)c1ccco1	?	27	?	?	?	9	?	?	60*	5	nt
c1cncc(-c2nn3c(Cn4cnc5ccccc54)nnc3s2)c1	100	19	101	103	104	11	102	103	-10	-2	nt
COC(c1ccccc1)c1nnc(CCC(=O)NCc2cccc(-n3cccn3)c2)o1 (stereo not given)	96	18	98	99	97	11	97	100	-10	-15	-16
Cc1cc(N2CCC(N(C)C3CCCC3)CC2)nc2cc(O)ccc12	97	16	98	99	100	6	98	97	7	-21	nt
C=C1N(c2cccc(Cl)c2)C(=O)OC1(C)C	96	13	98	99	99	11	102	99	10	-25	9
COc1ccc2nc(C)cc(SCC(=O)OC(C)C)c2c1	95	14	96	98	98	11	102	96	-7	-7	-26
NNC(=O)CNS(=O)(=O)c1ccc([N+](=O)[O-])cc1	96	21	99	98	98	9	102	99	10	-22	7
CC(C)NS(=O)(=O)c1ccc2c3c(cccc13)CC2	97	10	97	96	96	11	92	91	-2	-4	-8
O=C(CSc1nnc(-c2ccccc2)n1-c1ccccc1)N1c2ccccc2Sc2ccccc21	86	38	89	87	92	11	91	93	nt	-14	nt
CCN(CC)NC(=O)Nc1ccccc1	97	14	101	102	99	15	104	102	-2	-8	8
C=C(C)Cn1c(CCn2c3ccccc3c3ccccc32)n[nH]c1=S	100	11	104	98	100	13	98	102	12	-24	nt
Oc1c(C(Nc2ccccn2)c2ccccn2)ccc2cccnc12 (stereo not given)	94	57	99	95	98	8	97	97	-44	-146	nt
CCc1cccc2c(C(=O)CSc3nncn3C)c[nH]c12	94	13	95	94	94	8	98	95	-1	-8	14
Cc1cc(NC(=O)/C=C/c2ccc(Cl)cc2)no1	100	9	104	97	100	13	100	105	5	-3	-21
COc1cccc2c(=O)n(CC(=O)NC3CCCCC3)ccc12	99	20	102	100	101	7	101	101	2	-11	nt
CCNc1nc(NC(C)(C)C)nc(N(CC)n2cnnc2)n1	99	51	104	100	101	14	101	102	7	-30	nt
CCCSc1nnc(NC(=O)c2sc3nc(-c4cccs4)ccc3c2N)s1	97	16	100	98	98	6	102	101	17	-28	nt
Cc1ccc(CNC(=O)C2CCN(S(=O)(=O)c3ccc4c(c3)OCCCO4)CC2)cc1	97	12	98	97	99	6	97	104	27	-35	7
COC(=O)c1ccc(CN(c2ccccc2OC)S(=O)(=O)c2cccs2)o1	97	36	102	102	100	4	102	104	6	2	-26
COc1ccc(-c2csc(N3C(=O)C4C5c6ccccc6C(c6ccccc65)C4C3=O)n2)cc1 (stereo not given)	98	11	96	95	97	9	94	100	12	1	nt
O=C(NCCCN1CCN(Cc2ccccc2)CC1)C1CCN(c2nnc(-n3cccc3)s2)CC1	100	30	102	99	99	12	99	99	21	-38	nt
CC(C)(C)c1cc(C(F)(F)F)nc(SCCCNC(=O)c2ccco2)n1	97	34	95	98	99	14	97	99	2	8	6
CC(Cc1ccccc1)NC(=O)CSc1nc2nc3c(cc2c(=O)n1-c1ccccc1)COC(C)(C)C3 (stereo not given)	95	9	97	98	97	16	99	96	7	0	-19
CC1(C)CC(=O)C=C(NC2=CC3OC(c4ccccc4)OCC3OC2=O)C1 (stereo not given)	99	11	101	98	100	14	94	102	7	1	-3
COC(=O)c1cn(NC(=O)c2ccc(F)cc2)c(=O)c2ccccc12	97	8	98	98	101	31	98	98	8	-11	6
Cc1cccc(C(=O)N2CCC(=O)N(C(COCc3ccccc3)Cc3ccccc3)CC2)c1 (stereo not given)	99	17	103	98	98	10	91	102	13	3	-20
COc1ccc(/C=C/c2nnc(NC(=O)COc3ccc(C)cc3)s2)cc1	99	13	104	99	97	11	96	102	-13	8	nt
CN(C)c1ccc(/C=N/NC(=O)c2ccc(Cn3cc(Br)cn3)o2)cc1	103	9	105	101	103	5	103	104	20	-59	nt
CCOC(=O)c1nnn(-c2ccc(OC)cc2)c1N	99	14	106	101	102	5	101	102	-21	-20	nt
O=C(COc1ccc2ccccc2c1)NNC(=O)c1cccs1	99	18	99	95	99	11	101	102	-13	-9	-22
CCCn1c(=O)c2ccccc2n2c(SCCOc3ccc(OC)cc3)nnc12	102	15	110	101	105	6	100	107	4	-13	-5

(more compounds)
SMILES	Rac1 act GTP bind	GSH bead fluor	Rac1 wt modul	Rab2 wt GTP	HRas wt GTP	Avidin bead fluor	Rab7 wt GTP bind	Cdc42 wt GTP	Mcl1 Noxa PPI	Mcl1-Bid inh	Pf gametocyte
Cn1c(Cc2cccc3ccccc23)nnc1SCc1ccc([N+](=O)[O-])cc1	99	6	102	100	100	17	99	98	-2	-13	4
O=C1CC(c2nc3ccccc3[nH]2)CN1c1cccc(C(F)(F)F)c1 (stereo not given)	100	12	108	104	104	6	104	104	9	-4	nt
CC(=O)Cn1cnc2sc(-c3ccccc3)cc2c1=O	100	41	106	102	101	7	98	105	27	8	nt
N/C(=N\OC(=O)Cc1ccc(Cl)cc1)c1cccnc1	100	8	106	101	102	27	98	105	14	8	nt
CCC(C)Oc1cccc(C(=O)Nc2ccccc2N2CCOCC2)c1 (stereo not given)	98	14	105	98	100	7	97	103	9	-35	9
O=C(NC(N1CCOCC1)C(Cl)(Cl)Cl)c1cc([N+](=O)[O-])cc([N+](=O)[O-])c1 (stereo not given)	98	9	104	100	99	15	95	102	11	0	nt
CCOC(=O)N1CCC(N(CCN(C)C)C(=S)Nc2cc(C)ccc2C)CC1	100	11	102	97	98	15	104	100	-3	-12	8
O=C(NCC1CCCO1)C1CCN(S(=O)(=O)c2ccccc2)CC1 (stereo not given)	99	17	105	100	102	10	105	101	14	-19	-1
CCCc1c(O)nc(SCC(=O)O)[nH]c1=O	94	18	99	96	97	9	101	95	25	-13	27
CCCN(C(=O)c1ccco1)c1nnc(-c2ccccc2C)s1	95	10	98	97	97	11	103	98	-13	-26	nt
Cc1nc2ccccc2n1CC(=O)NN	97	18	106	100	100	10	108	99	5	5	4
CC(=O)c1cccc(NC(=O)CCS(=O)(=O)c2ccc(Br)s2)c1	92	8	93	93	93	23	95	96	-11	-9	6
CCN(CC)S(=O)(=O)c1ccc(C(=O)OCCN2C(=O)CCC2=O)cc1	97	14	100	96	96	28	97	98	9	-5	nt

Compound activity as filed in PubChem BioAssay.
